Screening data deposited in PubChem by National Center for Advancing Translational Sciences (NCATS).
12-LOX inh: inhibitors of human 12S-lipoxygenase ALOX12; P18054; purified 12hLO, xylenol orange hydroperoxide absorbance; hit rate 1.1% among 580,000; Potency, µM (series often up to 108 µM), for inactives: top-dose activity change, negative = inhibition, usual class: inhibitors; AID 1671190; active means well fitted inhibition curve with a large enough effect; inconclusive means small, poorly fitted or top-dose-only effect, or another doubt; inactive means no such curve, though single readings can be large or run the other way
Target sequence (P18054 whole entry, looked up): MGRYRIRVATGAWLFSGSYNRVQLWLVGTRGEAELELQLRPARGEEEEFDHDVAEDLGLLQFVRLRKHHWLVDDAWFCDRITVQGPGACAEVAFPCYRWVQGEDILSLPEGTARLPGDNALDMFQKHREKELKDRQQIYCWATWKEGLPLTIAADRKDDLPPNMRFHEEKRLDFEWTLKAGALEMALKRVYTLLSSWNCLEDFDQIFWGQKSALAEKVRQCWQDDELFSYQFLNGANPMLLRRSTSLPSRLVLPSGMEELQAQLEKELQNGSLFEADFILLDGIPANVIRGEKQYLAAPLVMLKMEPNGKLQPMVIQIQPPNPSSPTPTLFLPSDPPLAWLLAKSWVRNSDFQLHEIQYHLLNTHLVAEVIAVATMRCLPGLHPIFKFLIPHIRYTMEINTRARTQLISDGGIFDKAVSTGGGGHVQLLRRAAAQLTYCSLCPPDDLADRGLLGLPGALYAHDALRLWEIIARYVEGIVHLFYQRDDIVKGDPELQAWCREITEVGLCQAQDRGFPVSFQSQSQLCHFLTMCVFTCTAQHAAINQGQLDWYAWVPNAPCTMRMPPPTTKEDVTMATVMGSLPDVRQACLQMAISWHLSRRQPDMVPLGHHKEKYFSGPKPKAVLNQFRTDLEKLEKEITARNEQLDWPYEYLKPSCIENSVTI
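Purified human 12hLO at 150 nM in 25 mM Hepes, 0.01% Triton X-100, pH 7.0, preincubated 15 min at room temperature with compound. Reaction started with 40 uM arachidonic acid, 30 min at room temperature. Hydroperoxide measured by Fe-xylenol orange, 573/405 nm absorbance ratio.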
* marks the source's active call; other numbers are inactive results; ? = inconclusive; [ ] = remark or other dose. On the % scale 0 is the no-effect control and ±100 the full control effect; potency means the concentration at half of the fitted maximal effect. This is a subset, so the mix of outcomes need not match the whole.

smiles	12-LOX inh
COc1ccc(OC)c(NC(=O)c2cc3n(n2)CC(c2ccc4c(c2)OCO4)OC3)c1 (stereo unspecified)	11%
CCn1ccc(C(=O)N2C[C@@H](Oc3cccnc3)C[C@@H]2C(=O)N2CCOCC2)n1	5%
Cc1ccc(C)c(C(=O)NC2CCN(c3cc(C(F)(F)F)nc(C)n3)CC2)c1	19%
COc1ccc(C(=O)N2CCN(c3nnc4ccc(Cl)cn34)CC2)cc1	61%[activator]
COC(=O)[C@@H]1Cc2ncn(C(C)C)c2CN1C(=O)c1ccc(OC)cc1	16%[176 µM]
CNC(=O)NCC(=O)N1CCCCCNC(=O)CC1c1ccccc1 (stereo unspecified)	26%
N#Cc1cccc(NC(=O)c2ccc3c(c2)OCCCO3)c1	-6%
COc1ccc(-c2nc3cc(C)ccc3cc2CN2CCCC(CO)C2)cc1OC (stereo unspecified)	33%
C=CCNC(=O)c1cc(-c2ccncc2)nc2ccccc12	-1%
CC(C)(Oc1nn(CCN2CCOCC2)c2ccccc12)C(=O)NCc1ccccc1	19%[176 µM]
Cc1c(-c2cccc(Cl)c2)nc2ccccc2c1C(=O)NC1CCCCC1	-2%
O=C(c1cc(-c2ccccc2)n[nH]1)N1CCC2(CC1)N=C(c1ccccc1)NO2	?
CCN(CC)Cc1nc(C2(O)CCN(C(C)=O)CC2)cs1	33%[activator][176 µM]
Cc1ccc(CNC(=O)CC2=C3CCCCC3N(Cc3ccc(F)cc3)C2=O)cc1 (stereo unspecified)	?
Cc1nc(CN(C)Cc2nc(-c3cccc(Cl)c3)oc2C)no1	-33%
COCCNC(=O)N1CCc2nc(N3CCN(C)CC3)sc2C1	47%[activator]
Cc1ccc(OCc2nc(C3CCCN3C(=O)Nc3ccc(C)c(F)c3)no2)cc1 (stereo unspecified)	?
NC(=O)N/N=C/c1cccc(Br)c1	-32%
COC(=O)c1cccc(OC[C@@H](O)CN2CCC(C(O)(c3ccccc3)c3ccccc3)CC2)c1	?
COc1ccc(C)cc1-n1nnnc1SCC(=O)Nc1ccc(N2CCCC2=O)cc1	-23%
COc1ccc(Cl)cc1NC(=O)/C(C#N)=C/c1coc2ccccc2c1=O	7%
O=C(Nc1ccccc1NS(=O)(=O)c1cccs1)c1ccc(Cl)cc1[N+](=O)[O-]	?
OC1(c2cccnc2)CCN(Cc2ccc3c(c2)CN(Cc2cccc4nccnc24)CCO3)CC1	5%
O=C(NC1CCCCC1)C1(CCO)CCN(c2ncccn2)C1 (stereo unspecified)	7%
CCCN1C(=O)Cc2cc(C(=O)NCc3ccc(C)c(C)c3)ccc21	6%
N#Cc1ccccc1N=Cc1ccc(Cl)cc1Cl	-25%
O=C(O)c1cccc([S+](=O)([O-])N2CC(CNC(=O)c3ccccc3)C3(CN(c4ccccc4)C3)C2)c1 (stereo unspecified)	9%
O=C1Nc2ccccc2CC12CCN(CC1CCCCC1)CC2	3%[176 µM]
COc1ccc([C@H]2C[C@@H](O)[C@@H](O)[C@@H]2NC(=O)C2CCCC2)cc1	35%[activator][176 µM]
O=C(/C=C/c1cccc(F)c1)c1cc2ccccc2oc1=O	-25%
Cc1ccc(-c2ccc(/C=C(\C#N)c3nc4ccccc4[nH]3)o2)c(Br)c1	5%
Cc1cc(SCc2ccc(Cl)c(Cl)c2)nc2ccc(F)cc12	-13%
CCN(CC(O)COc1ccc(C(C)(C)c2ccccc2)cc1)C12CC3CC(CC(C3)C1)C2 (stereo unspecified)	-35%
N#Cc1cccc(-c2ccc3ncnc(NCc4cccs4)c3c2)c1	50µM*
CC(C)(C)c1cc(CC2(NCc3ccc(C#N)cc3)COC2)no1	66%[activator][176 µM]
CCC1CN(CCC(=O)NC2CCOC(C)(C)C2)Cc2cc(OC)ccc2O1 (stereo unspecified)	-8%
O=C(N1c2ccccc2CC1c1noc(C2CCOCC2)n1)C1(c2ccccc2)CC1 (stereo unspecified)	55%[activator]
COc1ccccc1-c1nnc([C@H]2CCN(Cc3ccccc3O)C2)o1	10%[176 µM]
O=C(CCc1ccc(F)cc1)Nc1ccccc1-c1ccccc1	-12%
CCCn1c(C)c(CC(=O)Nc2ccc(N(C)c3ccccn3)cc2)c2ccccc21	3%
CC1CCC(NC(=O)C2(c3ccc(F)cc3)CCC2)CC1 (stereo unspecified)	58%[activator]
COCCN1C(=O)[C@H]2CN(Cc3cc(Br)ccc3OC)C[C@H]2C1=O	45%[activator]
CN(CC(=O)NC(=O)NCCC1=CCCCC1)C1CCCCC1	-7%
Cc1cccc(OCC(=O)N2CCC(NC(=O)c3ccccc3)CC2)c1	?
COc1ccc(NC(=O)C2Cn3cccc3C(=O)N2CC(C)C)cc1 (stereo unspecified)	29%
O=C(Nc1cccc2c1CCCC2)N1CCCC(OCc2cccnc2)C1 (stereo unspecified)	24%
CN1CC(n2ccnc2-c2cnc(-c3cccc4ccccc34)nc2)CCC1=O (stereo unspecified)	-4%
CC(C)C[C@H](CO)NC(=O)C[C@@H]1c2nc(NC(=O)C(C)(C)C)sc2C[C@@H]2[C@](C)(CO)[C@H](O)CC[C@]21C	?
O=C(c1ccoc1)N1CCC2(CCN(Cc3ccccn3)CC2)C(CO)C1 (stereo unspecified)	23%
CCn1cnc2c1c(=O)n(CC(=O)N(C)Cc1ccc(Cl)s1)c(=O)n2Cc1ccccc1	24%
CN1C(=O)CC[C@]2(C(=O)N3CCCCC3)CCCC[C@@H]12	14%
CCCc1c/c(=N\O)oc2cc(C)c3c(C)c(C)oc3c12	?
Brc1ccccc1-c1nn2c(Cn3cnc4ccccc43)nnc2s1	11µM*
CN1CC(=O)N(c2cccnc2)Cc2c1ncnc2N1CCN(c2ncccn2)CC1	27%
Cc1cc(=O)n(CC(=O)Nc2ccccc2C)c(N2CCC(C)CC2)n1	-2%
O=S(=O)(c1ccc(F)c(F)c1)N1CCN(C/C=C/c2ccccc2)CC1	0%
Cc1noc(C)c1CCCNC(=O)c1cccc(CCC(C)(C)O)c1	2%
CN1CCCCCC1C(=O)NCc1cccnc1Oc1ccccc1F (stereo unspecified)	4%
CN1C(=O)CC[C@]2(C(=O)N3CCN(c4ccccc4)CC3)CCCC[C@@H]12	27%
COc1ccc(CCC(=O)N2CCCCCNC(=O)[C@@H]3CCCC[C@@H]32)cc1	0%

12-LOX inh, entries above that show a hit
smiles	12-LOX inh
N#Cc1cccc(-c2ccc3ncnc(NCc4cccs4)c3c2)c1	50µM*
Brc1ccccc1-c1nn2c(Cn3cnc4ccccc43)nnc2s1	11µM*

Filtered by structure: those above with an NH in an aromatic ring (two)
smiles	12-LOX inh
O=C(c1cc(-c2ccccc2)n[nH]1)N1CCC2(CC1)N=C(c1ccccc1)NO2	?
Cc1ccc(-c2ccc(/C=C(\C#N)c3nc4ccccc4[nH]3)o2)c(Br)c1	5%

Next results follow.
smiles	12-LOX inh
O=c1cc(-c2ccncc2)oc2c(-c3cccc4[nH]ccc34)nccc12	?
CCN(CC)C(=O)CSc1nc2cc(S(=O)(=O)N(C)C)ccc2o1	-38%
CC(=O)N1CCC(C(=O)N2CCN3C(=O)c4cc(-c5ccc6c(c5)OCO6)ccc4NC(=O)[C@H]3C2)CC1	10%
CC(C)CNC(=O)[C@H](C)NC(=O)OCc1ccccc1	18%
O=S(=O)(c1ccccc1)c1nnn2c1nc(NC1CC1)c1ccccc12	4%[6.33 µM]
COc1cccc(CC(=O)NC2CCN(C(=O)c3cc4c(=O)[nH]c(C)cn4n3)CC2)c1	-1%
CC(Sc1ccc(Cl)cc1)C(=O)O (stereo unspecified)	-12%
O=C(O)c1cccc(Nc2nc3ccccc3nc2NS(=O)(=O)c2ccc(Br)cc2)c1	13µM*
Cc1ccc(-c2ccc3nnc(CNC(=O)c4ccc5c(c4)OCO5)n3n2)cc1	8%
O=C(NCc1ccco1)c1cc(-c2ccccc2F)cc2c1OCCN2Cc1cccnc1	30%
COC(=O)c1c(OCc2ccccn2)cc(=O)n2c1CCN(C(=O)c1n[nH]c3c1CCCC3)CC2	3%
CC(=O)NCCCNC(=O)c1cc(-c2ccccc2)nc2ccccc12	10%
O=C(O)c1cc(N2CCOCC2)ccn1	-2%
COc1cc(C(=O)N2CCC(Cc3nc(-c4ccccc4)no3)CC2)cc(OC)c1OC	14%
CCN(Cc1noc(C)n1)C(=O)c1coc(COc2ccc3c(c2)OCO3)n1	3%
CC(NC(=O)c1ccco1)c1ccc(-c2ccccc2)cc1 (stereo unspecified)	?
Cc1ccccc1OCc1nn2c(CN3CCOCC3)nnc2s1	4%
Cc1ccc(N2CCC(NC(=O)c3ccc(F)c(F)c3)C2=O)cc1C (stereo unspecified)	23%
CCc1ccccc1NC(=O)C(=O)c1c[nH]c2ccccc12	-30%
CCc1ccc(Sc2cc(C(=O)NC3CCCC3)c3ccccc3n2)cc1	6%
Cn1c(=O)c2sc3c(c2n(CC(=O)NCCc2ccccc2)c1=O)COC(C)(C)C3	-37%
O=C1NC2(CCN(C(=O)OCc3ccccc3)C2)N=C1c1ccccn1 (stereo unspecified)	72%[activator]
CN(C)S(=O)(=O)N1CCCC(c2nc(-c3cccnc3)no2)CCNC(=O)CC1 (stereo unspecified)	16%
CCOC(=O)c1ccc(NC(=O)OC[C@@H]2CSCCS(=O)(=O)N2)cc1	0%
CC(=O)N1CCC(O)(c2csc(CN3CCN(C)CC3)n2)CC1	34%[activator][176 µM]
COCC1(C(=O)N2CCC3(CC2)C(=O)N(C)c2ccccc23)CCC1	1%
COc1ccc(-c2nc(CN3CCOC(CN)C3)c(C)o2)c2ccccc12 (stereo unspecified)	29%
CS(=O)(=O)NCC1CCCN(c2nc3ccccc3o2)C1 (stereo unspecified)	?
COc1ccc(NC(=O)c2c(Cl)cccc2Cl)cc1	?
O=C(CCC(F)(F)F)NC1CC(=O)N(Cc2ccccc2Cl)C1 (stereo unspecified)	23%

Three compounds already listed, sorted by their value in 12-LOX inh, lowest first:
smiles	12-LOX inh
CC(Sc1ccc(Cl)cc1)C(=O)O (stereo unspecified)	-12%
COC(=O)c1c(OCc2ccccn2)cc(=O)n2c1CCN(C(=O)c1n[nH]c3c1CCCC3)CC2	3%
Cc1ccccc1OCc1nn2c(CN3CCOCC3)nnc2s1	4%

(continued)
smiles	12-LOX inh
C[N+](C)(CC(=O)c1ccccc1)Cc1ccccc1	0%
CC1=C[C@@H](CNC(=O)NC(C)C)[C@H](C(C)C)C[C@H]1CC(=O)NCc1ccccn1	37%[activator][176 µM]
CC(C)Cc1noc(-c2ccc(N3CCC(O)CC3)nc2)n1	5%
COc1ccc(NC(=O)CCc2nc(-c3ccc(C)cc3)no2)cc1S(=O)(=O)N1CCOCC1	?
COc1ccc(NC(=O)NCC2CCOCC2)cc1F	-3%
CN(C)c1ncc2nc(-c3cc(F)cc(F)c3)c(=O)n(-c3ccccc3)c2n1	21%
COC(=O)C1=CN(CC(=O)NC(C)CCc2ccccc2)S(=O)(=O)N=C1C (stereo unspecified)	55%[activator]
Cc1ccccc1NC(=O)CSc1nc(-c2ccco2)ccc1C#N	-35%
CN(C)c1cccc(C(=O)NCC2Cc3cccc(-c4cncnc4)c3O2)c1 (stereo unspecified)	3%
Cn1nccc1C(=O)N1CCN(C2CCN(Cc3cccnc3)C2=O)CC1 (stereo unspecified)	51%
O=C(CCCCCCNC(=O)c1cnc(N(c2ccccc2)c2ccccc2)nc1)NO	-26%[57.4 µM]
Cn1ccc(NC(=O)CCc2ncc(-c3ccccc3)o2)n1	-29%
O=C(O)[C@@H]1CN(C(=O)CCCn2cncn2)C[C@H]1c1ccc2c(c1)OCO2	-15%
NC(=O)Cc1c[nH]c2ncc(-c3cccc(O)c3)cc12	-7%[176 µM]
CN1CCN(c2ccc(NC(=O)c3ccccc3Cl)nc2)CC1	15%
O=C(NC1CCCCC1)c1cc2cc(Cl)ccc2[nH]1	-17%
Cn1nc(C(F)(F)F)c(Cl)c1C(=O)N[C@@H]1CCNC[C@H]1O	?
CCn1ccc(C(=O)N2C[C@@H](Oc3ccccc3)C[C@H]2C(=O)NC2CC2)n1	38%[activator]
COCCN(C)C(=O)c1cnn(-c2ncc3c(n2)-c2ccccc2CCC3)c1C1CC1	12%
CC(C)C(N=C1NS(=O)(=O)c2ccccc21)C(=O)NCCc1ccco1 (stereo unspecified)	2%
O=C1Nc2ccccc2-c2nnnn2C1N1CCCC1 (stereo unspecified)	1%
Cc1cc(Cl)ccc1OCC(=O)N1CCC2(CCCNC2=O)C1 (stereo unspecified)	-23%
CC1CCC(NC(=O)c2cc(-c3ccncc3)nc3ccccc23)CC1 (stereo unspecified)	9%
O=C1NC[C@@H](CCCCN2C[C@H](Cc3ccc(O)cc3)N(CC3CCCCC3)C(=O)C2=O)N(Cc2ccccc2)C1=O	-26%
Cc1ccc(S(=O)(=O)N2c3ccccc3OC(C(=O)OC(C)(C)C)(C(=O)OC(C)(C)C)C2CC(=O)c2ccccc2)cc1 (stereo unspecified)	3%
